# Screening data (PubChem)
# JMJD2A Tudor = inhibitors of human JMJD2A Tudor domain; AlphaScreen JMJD2A-Tudor / H3K4me3 peptide binding; Potency, µM (titrated, usually from 114 µM), for the others: top-dose activity change, negative = inhibition, usual class: inhibitors; hit rate 4.4% among 390,000; O75164; note: % is set by controls: 0 for no effect and ±100 for the full control effect; nearly all actives have a fitted effect of over 50% in size
# Tb PGK inh = inhibitors of T. brucei phosphoglycerate kinase | Potency, µM (titrated, usually from 57.5 µM), inactives show top-dose activity change, negative = inhibition, usual class: inhibitors | P07378 | hit rate 0.043% among 380,000 | PGK/GAPDH coupled, Kinase-Glo luminescence, 60 min; note: % is set by controls: 0 for no effect and ±100 for the full control effect; nearly all actives have a fitted effect of over 60% in size
#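 Recombinant glycosomal PGK reaction used 1,3-bisphosphoglycerate generated in-well by GAPDH (100nM final) in 100mM TEA pH 7.6, 5mM MgCl2, 0.01% Tween-20. After 60 minutes at room temperature, ATP was read by Kinase-Glo Plus luminescence end-point.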
# Pin1 inh = blocks the human prolyl isomerase Pin1 | Q13526 | Pin1 FP peptide displacement, HiFluor488, 10 min | Potency, µM (doses to about 115 µM), without a hit: at the top dose activity, negative = inhibition, hits mostly inhibitors | hit rate 0.009% among 390,000; active = well fitted inhibition curve with a large enough effect in the polarisation, with a control signal flat, not every such curve was filed as active; inconclusive = small, poorly fitted or top-dose-only effect, or effect the other way, or a change in a side signal; inactive = no such curve, though single readings can be large or run the other way; the % refers to the polarisation; note: % is set by controls: 0 for no effect and ±100 for the full control effect
# Target sequence (Q13526 whole entry, looked up): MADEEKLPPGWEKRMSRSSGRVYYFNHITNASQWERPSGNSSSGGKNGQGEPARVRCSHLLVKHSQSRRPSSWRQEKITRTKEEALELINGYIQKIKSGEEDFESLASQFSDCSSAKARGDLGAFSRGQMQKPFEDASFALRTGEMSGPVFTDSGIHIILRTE
# GLS inhibitor = inhibitors of human glutaminase (GLS). O94925. GLS enzymatic activity, qHTS titration. Potency, µM (series often up to 45.5 µM), inactives show at the highest dose activity change, negative = inhibition, actives largely listed as inhibitors. hit rate 0.21% among 410,000; note: % is set by controls: 0 for no effect and ±100 for the full control effect
#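 Human kidney-isoform GLS in 45 mM KH2PO4 pH 8.2, 0.02% Tween-20, with compound, started with 1mM L-Glutamine (added stock). Glutamate oxidase/HRP/Amplex red coupled fluorescence read at start and after 30 min at RT.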
# HP1b binding inh = blocks HP1-beta chromodomain binding to methylated histone tails. P83916. AlphaScreen HP1-beta / biotin-H3K9me3 peptide binding. Potency, µM (doses to about 114 µM), for the others: at the highest dose activity change, negative = inhibition, hits mostly inhibitors. hit rate 0.56% among 390,000. AID 540317; note: nearly all actives have a fitted effect of over 70% in size; inactives centre near 23
#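 AlphaScreen: HP1-beta (50 nM) preformed 30 min with biotin-H3(1-18)K9me3 peptide (50 nM) in PBS pH 7.4, 0.01% Tween-20. Compound added for 30 min at RT, then streptavidin donor/nickel chelate acceptor beads (10 ug/mL) for 30 min.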
# RGS4 inh = inhibitors of human regulator of G protein signaling 4 | Potency, µM (series often up to 114 µM), inactives show at the highest dose activity change, negative = inhibition, actives largely listed as inhibitors | AID 504845 | P49798 | Transcreener GDP fluorescence polarization, RGS4-accelerated GTP hydrolysis | hit rate 0.039% among 390,000; note: % is set by controls: 0 for no effect and ±100 for the full control effect; nearly all actives have a fitted effect of over 75% in size; some results filed as inactive show a strong effect at the top dose
# Target sequence (P49798 whole entry, looked up): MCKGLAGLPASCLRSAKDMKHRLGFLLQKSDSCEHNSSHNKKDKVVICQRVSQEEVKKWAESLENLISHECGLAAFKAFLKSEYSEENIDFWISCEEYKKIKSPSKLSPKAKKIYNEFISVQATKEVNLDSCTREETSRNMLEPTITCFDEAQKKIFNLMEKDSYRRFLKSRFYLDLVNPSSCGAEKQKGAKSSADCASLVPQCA
#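 MLSMR compounds (23 nl, pin-transferred) preincubated 10 min at room temperature with a 500nM (2x) first reagent, then RGS4 at 900nM (2x) plus Transcreener GDP mix added; fluorescence polarization (620/688 nm) read before and after 90 min at 30 °C.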
# ERG Ets-DNA blk = blocks human ERG Ets domain binding to DNA; P11308; fluorescence polarization, His-ERG Ets domain / labelled DNA; Potency, µM (titrated, usually from 76.9 µM), for the others: at the top dose FP activity, negative = inhibition, most hits filed as inhibitors; hit rate 0.028% among 370,000; active = well fitted inhibition curve with a large enough effect in the polarisation, with a control signal flat; inconclusive = small, poorly fitted or top-dose-only effect, or effect the other way, or a change in a side signal; inactive = no such curve, though single readings can be large or run the other way; the % refers to the polarisation;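 note: polarization taken with two DNA probes labelled with fluorescein and Texas red; % of control where 0% means no effect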
#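 His-tagged ERG Ets domain (1 uM in the protein solution; 300mM KCl, 50mM Tris-HCl, 1mM EDTA, 1mM DTT, pH 7.5) received compound, then a probe mix of 5 nM fluorescein-DNA and 100nM Texas-615-DNA. Fluorescence polarization was read for both dyes.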
# TrxR1 inh = blocks rat thioredoxin reductase 1 | O89049 | hit rate 1% among 390,000 | Potency, µM (titrated, usually from 114 µM), inactives show at the top dose activity change, negative = inhibition, usual class: inhibitors | recombinant rTrxR1, NADPH fluorescence consumption, selenite substrate; note: % is set by controls: 0 for no effect and ±100 for the full control effect; nearly all actives have a fitted effect of over 65% in size
#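 Rat TrxR1 (90 nM in the dispensed reagent) was pre-reduced with 400 uM NADPH for 5 min at room temperature, then incubated with compound for 15 min. After 400 uM selenite was added, NADPH fluorescence (Ex 340/Em 450 nm) was followed for 8 min.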
# ALOX12 inh = inhibitors of human 12S-lipoxygenase ALOX12; P18054; purified 12hLO, xylenol orange hydroperoxide absorbance; Potency, µM (highest dose often 108 µM), for inactives: at the top dose activity change, negative = inhibition, usual class: inhibitors; hit rate 1.1% among 580,000; AID 1671190; note: % is set by controls: 0 for no effect and ±100 for the full control effect
# Target sequence (P18054 whole entry, looked up): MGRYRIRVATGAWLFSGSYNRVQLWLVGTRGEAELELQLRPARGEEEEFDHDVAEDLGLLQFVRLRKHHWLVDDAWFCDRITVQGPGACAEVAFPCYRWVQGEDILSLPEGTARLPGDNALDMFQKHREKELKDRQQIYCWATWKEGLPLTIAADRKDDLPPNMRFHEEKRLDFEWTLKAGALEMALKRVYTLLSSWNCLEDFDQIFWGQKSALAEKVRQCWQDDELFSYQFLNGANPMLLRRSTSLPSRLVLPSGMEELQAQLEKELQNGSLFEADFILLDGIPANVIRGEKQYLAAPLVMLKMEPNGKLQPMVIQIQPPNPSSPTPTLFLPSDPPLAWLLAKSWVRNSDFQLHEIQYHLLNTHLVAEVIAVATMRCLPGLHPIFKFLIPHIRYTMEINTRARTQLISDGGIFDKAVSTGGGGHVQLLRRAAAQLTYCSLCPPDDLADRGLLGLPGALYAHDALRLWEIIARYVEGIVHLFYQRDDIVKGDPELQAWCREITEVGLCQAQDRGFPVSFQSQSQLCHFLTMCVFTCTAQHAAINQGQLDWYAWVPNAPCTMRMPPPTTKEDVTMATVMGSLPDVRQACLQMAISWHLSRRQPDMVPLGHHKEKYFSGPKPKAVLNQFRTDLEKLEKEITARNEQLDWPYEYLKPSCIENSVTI
#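 Hydroperoxide product was detected by ferrous iron/xylenol orange as the 573 to 405 nm absorbance ratio. Arachidonic acid at 40 uM (final) was turned over for 30 min at room temperature by 150 nM human 12hLO, pH 7.0 Hepes buffer, after 15 min compound preincubation.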
# An asterisk follows results filed as active; i = inactive; ? = inconclusive; nt = not tested or not shown; & = joins results of further samples; [ ] = dose if it differs, or a comment. Unless noted, calls come from the whole dose curve; as a rule, active = well fitted curve in the direction sought with a large enough effect; inconclusive = small, poorly fitted or top-dose-only effect, or another doubt; inactive = no such curve, though single readings can be large; an effect the other way counts as inactive or inconclusive. Potency is the fitted concentration of half-maximal effect.
# The first eight compounds as a preview:
SMILES,JMJD2A Tudor,Tb PGK inh,Pin1 inh,GLS inhibitor,HP1b binding inh,RGS4 inh,ERG Ets-DNA blk,TrxR1 inh,ALOX12 inh
CCn1c(=O)cc(SCC(=O)N2CCC3(CC2)OCCO3)c2ccccc21,-31%,-6%,-10%,2%,20%,15%,0%,31%,6%
O=C1NC(=O)C(CCc2ccncc2)(CCc2ccncc2)C(=O)N1Cc1ccccc1,-16%[11.4 µM],-1%,-2%,0%,-13%,?,2%,21%[57.1 µM],-15%
CC12CCC3C(CCC4CC(=O)OCC43C)C1CCC2O (stereo not given),-10%,-1%,6%,-3%,31%,-16%,12%,8%[57.1 µM],1%
COC12C(COC(N)=O)C3=C(C(=O)C(C)=C(N)C3=O)N1CC1C2N1C (stereo not given),?,-2%,-4%,3%,31%,2%,7%,?,31%[activator]
Cc1ccc(-n2ncc(C(=O)N3CCN(c4ccc(Cl)cc4)CC3)c2C2CCN(C(=O)OC(C)(C)C)CC2)c(C)c1,?,-1%,-1%,11%,-3%,-21%,2%,5%,3%
O=C(O)CCn1cc(C=C2C(=O)NC(=S)NC2=O)c(-c2ccccc2)n1,13µM*,-1%,?,?,-17%,?,5%,?,?
COc1ccc(C(C)=O)cc1CC(C(=O)c1ccc(Br)cc1)N(C)C (stereo not given),-17%,-5%,1%,3%,20%,-12%,3%,-33%,5%
COC(=O)C1=C(c2ccc(Cl)c(C(F)(F)F)c2)C[C@@H]2CC[C@H]1N2C(=O)NCC1CC1,-11%,i,-4%,4%,30%,-6%,4%,11%[57.1 µM],4%

# All compounds of this part, from the start:
SMILES,JMJD2A Tudor,Tb PGK inh,Pin1 inh,GLS inhibitor,HP1b binding inh,RGS4 inh,ERG Ets-DNA blk,TrxR1 inh,ALOX12 inh
CCn1c(=O)cc(SCC(=O)N2CCC3(CC2)OCCO3)c2ccccc21,-31%,-6%,-10%,2%,20%,15%,0%,31%,6%
O=C1NC(=O)C(CCc2ccncc2)(CCc2ccncc2)C(=O)N1Cc1ccccc1,-16%[11.4 µM],-1%,-2%,0%,-13%,?,2%,21%[57.1 µM],-15%
CC12CCC3C(CCC4CC(=O)OCC43C)C1CCC2O (stereo not given),-10%,-1%,6%,-3%,31%,-16%,12%,8%[57.1 µM],1%
COC12C(COC(N)=O)C3=C(C(=O)C(C)=C(N)C3=O)N1CC1C2N1C (stereo not given),?,-2%,-4%,3%,31%,2%,7%,?,31%[activator]
Cc1ccc(-n2ncc(C(=O)N3CCN(c4ccc(Cl)cc4)CC3)c2C2CCN(C(=O)OC(C)(C)C)CC2)c(C)c1,?,-1%,-1%,11%,-3%,-21%,2%,5%,3%
O=C(O)CCn1cc(C=C2C(=O)NC(=S)NC2=O)c(-c2ccccc2)n1,13µM*,-1%,?,?,-17%,?,5%,?,?
COc1ccc(C(C)=O)cc1CC(C(=O)c1ccc(Br)cc1)N(C)C (stereo not given),-17%,-5%,1%,3%,20%,-12%,3%,-33%,5%
COC(=O)C1=C(c2ccc(Cl)c(C(F)(F)F)c2)C[C@@H]2CC[C@H]1N2C(=O)NCC1CC1,-11%,i,-4%,4%,30%,-6%,4%,11%[57.1 µM],4%
CCN(C[C@H]1N[C@@](CC)(C(=O)OC)[C@H]2C(=O)N(Cc3ccccc3)C(=O)[C@@H]12)S(=O)(=O)c1ccc(C)cc1,-16%,i,5%,1%,49%[activator],-17%,-9%,18%,?
CC(C)(C)c1ccc(CN2C(=O)CN=C(c3ccccc3)c3ccccc32)cc1,-32%,6%,3%,-6%,12%,19%,-5%,2%,5%
CN1CCN(C(=S)c2ccc([N+](=O)[O-])cc2)CC1,?,-8%,-2%,-5%,?,?,17%,20%,?
Cc1ccc2nc(-c3ccncc3)cc(C(=O)N3CCC4(CC3)OCCO4)c2c1,-12%,-4%,1%,8%,7%,32%,-5%,18%[57.1 µM],0%
O=C(c1cc2cc(F)ccc2[nH]1)N1CCC2(CC1)OCCO2,-11%,-10%,-11%,0%,9%,5%,6%,14%,4%
CCOc1ccc(C=C2C(=O)NC(=S)NC2=O)cc1OCC,?,-6%,4%,69%[activator],-3%,-53%,17%,8.9µM*,?
CCCC[N+]12CCC(CC1)C(=C(c1ccccc1)c1ccccc1)C2,?,-1%,-3%,2%,?,-15%,-8%,-12%,?
COc1cc(C2Nc3c(C)cc(C)cc3-c3cc(C)nn32)cc(OC)c1O (stereo not given),-31%,-5%,0%,33%[activator],21%,-5%,1%,5%,11%&-15%
Cc1ccc(F)cc1NC(=O)c1ccc(Cn2nc(N3CCN(c4ccccc4)CC3)ccc2=O)o1,?,-4%,18%,-3%,9%,-13%,1%,8%[57.1 µM],-15%
COC(=O)C1=C(c2ccc3ccccc3c2)C[C@@H]2CC[C@H]1N2C(=O)NCCNC(C)=O,-15%,-10%,-2%,2%,34%,-4%,0%,9%,nt
Fc1ccc(CCNCc2ccccc2Cl)cc1,3%,nt,-11%,-7%,40%[activator],3%,nt,20%,-53%
COc1ccc(CC(=O)Nc2ccc(C#N)c(Cl)c2)cc1S(=O)(=O)N1CCOCC1,-10%,9%,-1%,24%,18%,15%,-1%,-3%,?
Cc1cccc(NC(=O)CSc2nnc([C@@H](N)Cc3c[nH]c4ccccc34)o2)c1C,?,0%,6%,12%,19%,-5%,1%,-23%,-20%
NCCCC(=O)OC1N=C(c2ccccc2Cl)c2cc(Br)ccc2NC1=O (stereo not given),-10%[11.4 µM],-4%,-2%,1%,9%,?,-6%,14%[57.1 µM],-4%
COc1cccc(OC)c1C1=NCC(=O)Nc2c1oc1ccc(Br)cc21,?,-5%,?,-21%,5%,-5%,-28%,-1%,?
O=c1[nH]c(=S)[nH]c(O)c1N=Nc1cccc(S(=O)(=O)N2CCOCC2)c1,-13%,i,1%,3%,21%,-16%,1%,-16%,40µM*
Fc1ccc(C(OCCN2CCCC2)c2ccc(Br)cc2)cc1 (stereo not given),5%,-3%,0%,-8%,46%,6%,0%,7%,16%
CCC(C(=O)N1C[C@H]2C[C@@H](C1)c1cccc(=O)n1C2)c1ccccc1 (stereo not given in full),-18%,i,0%,-2%,85%[activator],-16%,12%,3%,2%
CN1CCC(OC(=O)C2c3ccccc3Oc3ccccc32)CC1,-13%,-2%,1%,6%,32%,14%,-2%,3%[57.1 µM],2%
CCOc1ccc(C2CC(c3c(O)n(C)c(=O)n(C)c3=O)=NN2)cc1 (stereo not given),-12%,7%,-3%,0%,47%[activator],-20%,0%,11%[57.1 µM],2%
COCc1[nH]nc2c1C(c1ccccc1F)C(C#N)=C(N)O2 (stereo not given),-9%,-1%,10%,0%,31%[activator],22%,1%,-12%[57.1 µM],0%
Cc1cccc(NC(=O)CSc2ccc(-c3ccco3)nn2)c1,-10%,i,5%,-5%,23%,-7%,nt,?,0%
Cc1ccccc1N1C(=O)CC(=O)NC1=O,-12%,-3%,18%,1%,34%,-18%,-1%,-2%,-4%
CC(=O)Nc1cc(C(=O)N2CCC3(CC2)OCCO3)ccc1S(=O)(=O)c1ccc(Cl)cc1,7%,-1%,-1%,-1%,15%,30%,0%,21%,11%
CCC(=O)OC(Cc1ccccc1)(c1ccccc1)C(C)CN(C)C (stereo not given),-23%,-9%,-3%,1%,11%,12%,-6%,34%,15%
COC(=O)C1C(OC(=O)c2ccccc2)CC2CCC1N2C (stereo not given),-10%&-18%,-1%&-1%,-3%&-7%,1%,23%&6%,21%&0%,-22%&1%,27%&3%,-5%&17%
CCCCn1c(O)c(C(=O)/C=C/c2ccc3c(c2)OCO3)c(=O)[nH]c1=O,-10%,-7%,-7%,7%,25%,-23%,-2%,-18%[57.1 µM],-1%
Cc1ccc(N2C(=O)NC(=O)/C(=C/c3ccoc3)C2=O)cc1,10µM*,11µM*,?,9%,10µM*,?,?,-5%[57.1 µM],?
Cc1ccc(N2C(=O)NC(=O)/C(=C\C=C\c3ccco3)C2=O)cc1,-24%,-2%,?,12%,14%,?,59%[activator],?,-23%
BrCC1C[n+]2c(SCc3ccccc3)nc3sc4c(c3c2O1)CCCC4 (stereo not given),-30%,6%,1%,17%,-1%,7%,1%,0%[57.1 µM],?
Cc1ccc2c(c1)CC1(CN2C)C(=O)NC(=O)N(c2cc(C)ccc2C)C1=O (stereo not given),-29%,-7%,-7%,-4%,67%[activator],-21%,4%,-24%,-22%
CC(O)C1C=CC=CC(=O)OC2CC3OC4C5OC5(C)CCC4(COC(=O)C4OC4(C)C(O)CO1)C2(C)C31CO1 (stereo not given),-1%,i,-7%,0%,41%,-21%,-9%,-6%[11.4 µM],32µM*
Cn1c2ccccc2c2c(C(=O)N3CCC4(CC3)OCCO4)cn(C3CCCCC3)c(=O)c21,-26%,-2%,3%,7%,18%,16%,-3%,3%,0%
Cc1cccc(Cn2c(SCc3ccc(C(=O)NC4CCCCC4)cc3)nc3cccnc32)c1,-21%,-2%,45%[activator],9%,-3%,?,0%,31%,-7%
O=[N+]([O-])c1ccc(NCCNc2ccc([N+](=O)[O-])cc2)cc1,-17%,i,?,-12%,-5%,-14%,-2%,18%,-4%

# A portion of the library; count on the stated rates, not on these rows.
